a7 integrin act: activates integrin-mediated alleviation for muscular dystrophy. 350,000 tested, 0.064% active. Potency, µM (top dose mostly 38.3 µM), without a hit: at the top dose activation, actives largely listed as activators. alpha7betagal myoblasts, beta-gal FDG fluorescence, 48 h;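 note: potency is the fitted concentration of half-maximal effect; 100% = response of the positive control SU9516; nearly all actives have a fitted effect of over 60% in size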
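alpha7betagal+/- myoblasts (passage 13, 250/well) treated 48 h at 37C with compounds at 1:260 dilution of DMSO stock. Lysed, then beta-galactosidase activity read as FDG fluorescence (ex 480/em 540) after 30 min, with pre-read for autofluorescence.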
p53 reactivator: re-activators of mutant p53 | Potency, µM (doses to about 92.2 µM), for inactives: top-dose activity change, positive = activation, usual class: activators | 320,000 tested, 0.063% active | H1299 p53-A138V BP100-luciferase reporter, luminescence, 24 h; note: potency is the fitted concentration of half-maximal effect; % of control where 0% means no effect; nearly all actives have a fitted effect of over 45% in size
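H1299 (p53-null), stable ts p53-A138V + BP100-Luc; 1000 cells/well, Opti-MEM/10% FBS; cpd 4 pt, 1:5; 24 h, 37 deg C, 5% CO2; detection reagent 10 min RT; luminescence.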
Eya2 phos inh: Eya2 (human) phosphatase inhibition; recombinant Eya2, OMFP fluorescence dephosphorylation (OMFP is methylfluorescein phosphate); 330,000 tested, 0.006% active; Potency, µM (doses to about 76.9 µM), inactives show at the top dose activity, negative = inhibition, most hits filed as inhibitors; O00167; note: potency is the fitted concentration of half-maximal effect; % is set by controls: 0 for no effect and ±100 for the full control effect
Target sequence (O00167 whole entry, looked up): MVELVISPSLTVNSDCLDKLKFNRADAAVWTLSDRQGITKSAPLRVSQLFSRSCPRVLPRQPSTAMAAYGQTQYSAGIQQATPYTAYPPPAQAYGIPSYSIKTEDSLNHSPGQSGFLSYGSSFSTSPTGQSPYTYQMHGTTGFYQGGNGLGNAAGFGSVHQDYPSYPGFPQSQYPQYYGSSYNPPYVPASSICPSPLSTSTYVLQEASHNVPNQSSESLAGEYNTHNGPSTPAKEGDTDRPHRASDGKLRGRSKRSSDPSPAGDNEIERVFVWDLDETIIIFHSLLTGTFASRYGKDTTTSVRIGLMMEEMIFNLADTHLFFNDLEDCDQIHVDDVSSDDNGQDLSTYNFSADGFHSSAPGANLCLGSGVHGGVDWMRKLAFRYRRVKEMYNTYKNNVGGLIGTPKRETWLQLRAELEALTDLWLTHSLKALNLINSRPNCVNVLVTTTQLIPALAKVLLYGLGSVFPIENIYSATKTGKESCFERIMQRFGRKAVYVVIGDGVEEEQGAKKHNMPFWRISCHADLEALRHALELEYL
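Eya2 (0.2 uM) preincubated 10 min at ambient with compound, then OMFP substrate added at 50 uM; 10 min reaction in 50 mM HEPES pH 7.5, 50 mM NaCl, 5 uM MgCl2, 0.05% BSA, 1 mM DTT. Fluorescence read at Ex 485/Em 525 nm.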
TSG101-PTAP inh: blocks PTAP/TSG101 interaction to inhibit HIV-1 budding; Fluorescence polarization, FITC-PTAP peptide / Tsg101 binding; Potency, µM (titrated, usually from 115 µM), for inactives: at the highest dose activity change, negative = inhibition, actives largely listed as inhibitors; 340,000 tested, under 10 active; active = well fitted inhibition curve with a large enough effect in the main read-out, with a control signal flat, not every such curve was filed as active; inconclusive = small, poorly fitted or top-dose-only effect, or effect the other way, or a change in a side signal; inactive = no such curve, though single readings can be large or run the other way; note: potency is the fitted concentration of half-maximal effect; % of control where 0% means no effect
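FP read-out: FITC-PTAP peptide, 50 nM final, binding Tsg101 binding domain, 10 uM final; 20 min, r.t.; 10 mM HEPES pH 7.5, 0.15 M NaCl, 0.01% Tween 20, 3 mM EDTA, 0.1 mM TCEP.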
USP2a block: blocks human ubiquitin-specific protease USP2a; 330,000 tested, 0.01% active; AID 463254; USP2 core, Ub-CHOP2 coupled fluorogenic reporter, 485/531; Potency, µM (top dose mostly 38.3 µM), inactives show at the highest dose activity change, negative = inhibition, hits mostly inhibitors;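 note: potency is the fitted concentration of half-maximal effect; plate controls were DMSO wells for no effect and full inhibition by NEM control for full effect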
Target sequence (O75604 whole entry, looked up): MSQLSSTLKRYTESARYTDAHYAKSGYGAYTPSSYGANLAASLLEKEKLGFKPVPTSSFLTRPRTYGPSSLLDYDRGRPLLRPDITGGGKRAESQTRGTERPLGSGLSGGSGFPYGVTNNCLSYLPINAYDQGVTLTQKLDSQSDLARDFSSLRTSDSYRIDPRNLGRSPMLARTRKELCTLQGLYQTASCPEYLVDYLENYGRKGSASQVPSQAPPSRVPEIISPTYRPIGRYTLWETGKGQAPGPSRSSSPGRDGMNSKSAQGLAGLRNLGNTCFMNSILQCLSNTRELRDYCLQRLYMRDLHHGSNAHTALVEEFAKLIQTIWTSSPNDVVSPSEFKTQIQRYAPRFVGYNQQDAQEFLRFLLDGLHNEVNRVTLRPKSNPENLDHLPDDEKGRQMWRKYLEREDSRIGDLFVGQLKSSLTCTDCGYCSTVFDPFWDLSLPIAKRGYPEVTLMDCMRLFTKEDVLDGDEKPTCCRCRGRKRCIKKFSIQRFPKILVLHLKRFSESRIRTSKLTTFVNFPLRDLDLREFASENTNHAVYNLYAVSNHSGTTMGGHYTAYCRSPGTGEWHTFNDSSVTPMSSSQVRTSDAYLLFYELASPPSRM
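Cell-free coupled assay: 10nM USP2 core preincubated 30min RT with compound in Tris-HCl pH 8.0/CaCl2/CHAPS buffer, then 25nM Ub-CHOP2 and 25nM reporter substrate; fluorescence (Ex 485/Em 531) read after 60min RT, normalized to NEM inhibition, concentration-response curves fitted.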
ELG1 genotoxic: inducers of genotoxicity in HEK293T ELG1-luciferase cells | HEK293T ELG1-luciferase reporter, luminescence, 16 h | Potency, µM (top dose mostly 46 µM), for inactives: at the top dose activity change, positive = activation, hits mostly activators | 330,000 tested, 1.3% active | AID 504466; note: potency is the fitted concentration of half-maximal effect; % of control where 0% means no effect; nearly all actives have a fitted effect of over 60% in size
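Step 1: seed 2,000 HEK293T ELG1-luciferase cells per well. Step 2: add compound or DMSO, incubate 16 hr at 37 °C. Step 3: ONE-Glo, 30 min at room temperature, read luminescence.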
TRPV1 agonist: human TRPV1 agonism | AID 540275 | TRPV1-expressing cells, Fluo-8 calcium influx, agonist mode | activation, % at 8.33 µM | Q8NER1 | 320,000 tested, 0.19% active; in the data active = activation above about 80%; inconclusive = between about 30% and that limit; note: 0% is about no effect
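Fluo-8 calcium influx in TRPV1-expressing cells, kinetic read (ex 480/em 520 nm). Compound added and read 3 min for agonist activity, followed by capsaicin at EC20 final and 2 min further read for enhancement.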
BRCA1 expr act: increases BRCA1 expression. 380,000 tested, 1.1% active. MCF7-BRCA1-FFLuc reporter, luminescence, 48 h; response scale: scaled: vehicle 0%, 10 µM genistein 100%. Potency, µM (series often up to 46.1 µM), without a hit: at the highest dose activation, actives largely listed as activators; note: potency is the fitted concentration of half-maximal effect; nearly all actives have a fitted effect of over 80% in size; some results filed as inactive show a strong effect at the top dose
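48 h compound treatment of MCF7-BRCA1-FFLuc cells (phenol-red free MEM, 37 °C), then 15 min with luciferase substrate and luminescence imaging.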
ASM inhibitor: blocks human secretory acid sphingomyelinase. P17405. placental ASM, HMU-PC fluorogenic substrate, 60 min. Potency, µM (highest dose often 57.5 µM), inactives show at the highest dose activity change, negative = inhibition, usual class: inhibitors. 340,000 tested, 0.006% active. AID 504937; note: potency is the fitted concentration of half-maximal effect
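Steps: dispense placental human ASM, pin compound, wait 10 min at room temperature, add HMU-PC0 substrate at 9 uM final, incubate 60 min at 37 °C, add stop solution raising pH to 10, read fluorescence.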
uPA generation: inhibitors of cell surface uPA generation. cell surface uPA generation assay, qHTS. Potency, µM (titrated, usually from 38.3 µM), for the others: top-dose activity change, negative = inhibition, usual class: inhibitors. 330,000 tested, 0.31% active; active = well fitted inhibition curve with a large enough effect; inconclusive = small, poorly fitted or top-dose-only effect; inactive = no such curve, though single readings can be large or run the other way; tested in mouse RAW 264.7 cells; note: potency is the fitted concentration of half-maximal effect; % is set by controls: 0 for no effect and ±100 for the full control effect; nearly all actives have a fitted effect of over 55% in size
B2AR arrestin: recruits beta-arrestin to the human beta2-adrenergic receptor; P07550; beta-arrestin recruitment to beta2AR, cell-based reporter; Potency, µM (top dose mostly 46.1 µM), inactives show at the highest dose activation, actives largely listed as activators; 330,000 tested, 0.02% active;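 note: potency is the fitted concentration of half-maximal effect; 0% = DMSO controls and full agonism = EC100 isoproterenol or metaproterenol; nearly all actives have a fitted effect of over 65% in size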
* marks the source's active call; other numbers are inactive results; ? = inconclusive; · = not tested or not shown; [ ] = remark or other dose. Unless noted, calls come from the whole dose curve; as a rule, active = well fitted curve in the direction sought with a large enough effect; inconclusive = small, poorly fitted or top-dose-only effect, or another doubt; inactive = no such curve, though single readings can be large; an effect the other way counts as inactive or inconclusive.

Results follow in this order: Eya2 phos inh	B2AR arrestin	p53 reactivator	TRPV1 agonist	uPA generation	a7 integrin act	ELG1 genotoxic	ASM inhibitor	TSG101-PTAP inh	USP2a block	BRCA1 expr act
O=C(C[n+]1cccc(/C=N/O)c1)N1CCCCCC1
 : -13%	0.1%	-4%	5	1%	6%	-11%	-1%	2%	2%	2%
O=C(COC(=O)c1cnccn1)Nc1cc(S(=O)(=O)N2CCOCC2)ccc1Cl
 : 8%	-0.4%	0%	·	6%	17%	-2%	1%	-3%	2%	-11%
CC(C)CC(=O)N1CCN(C(=O)c2cccc(F)c2)CC1
 : -12%[15.4 µM]	0.0%	-2%	0	-2%	-1%	3%	0%	-2%	0%	5%
C=C(C)C1Cc2c(C)nn(-c3ccccn3)c2C1 (stereo not given)
 : 6%	?	2%	-3	4%	-6%	-6%	2%	-5%	-7%	-20%
COc1ccc2sc(SCCCS(=O)(=O)O)[n+](CCCS(=O)(=O)[O-])c2c1
 : 16%	-0.5%	-5%	-1	-9%	20%	7%	5%	-4%	0%	11%
O=C(CN1C(=O)NC(CCc2ccccc2)C1=O)N1CCCCCC1 (stereo not given)
 : -25%	0.1%	-5%	·	11%	-14%	0%	3%	-10%	14%	7%
N=C1C(c2ccccc2)=C(O)CN1c1cccc(S(N)(=O)=O)c1
 : 1%	0.2%	8%	-3	-4%	?	0%	2%	-3%	2%	2%
Cc1ccc(NC(=O)c2nc[nH]c2C(=O)N2CCOCC2)c(C(=O)c2ccccc2)c1
 : -7%	-0.2%	0%	1	0%	-2%	1%	-3%	-4%	1%	1%
CCOC(=O)C1=CC(=O)CC(C)(C)O1
 : ·	·	·	·	6%	-5%	·	0%	1%	·	4%
COc1cccc(NC(=O)COc2ccccc2C(N)=O)c1
 : -2%	-0.2%	16%	0	-10%	14%	7.9µM*	3%	-3%	-1%	?
CCOC(=O)c1coc(C(=O)OCC)c1C(=O)OCC
 : ·	·	·	·	1%	11%	·	6%	-5%	·	-18%
COc1cccc(C(=O)Nc2ccc(S(=O)(=O)N3CCN(C)CC3)cc2)c1
 : 19%	-0.4%	-4%	2	0%	-16%	4%	0%	-4%	0%	-4%
O=C(COC(=O)Cc1ccsc1)NNC(=O)c1ccccc1
 : -32%	-4.0%	12%	·	2%	13%	1%	1%	-4%	7%	-2%
Cc1ccc(NC(=O)CCc2ccc(S(=O)(=O)N3CCOCC3)cc2)c(O)c1
 : -19%	-0.8%	-11%	·	-2%	-12%	-3%	0%	0%	2%	-40%
CCOc1ccc(S(=O)(=O)N=C(c2ccccc2)N2CCOCC2)cc1
 : -10%	-0.4%	-3%	·	-4%	?	-1%	0%	-5%	-1%	-6%
COc1ccc(C(C(O)C(=O)c2c[nH]c3ccccc23)N2CCN(c3ccccc3)CC2)cc1 (stereo not given)
 : -25%	0.0%	0%	-8	-6%	1%	-24%	-2%	-2%	3%	-33%
CC1CC(C)CN(CCCNC(=O)c2cn(C)c3ccc(S(=O)(=O)N4CCCC4)cc3c2=O)C1 (stereo not given)
 : 1%	2.7%	-4%	5	1%	-1%	4%	4%	-5%	0%	0%
CCCc1nc2ccccc2c(C(=O)OCC(=O)c2ccc3c(c2)NC(=O)CO3)c1CC
 : -9%	-0.1%	4%	?	1%	-21%	13%	-26%	-3%	1%	-1%[1.84 µM]
O=C1C=C(NCc2ccco2)CC(c2ccc(Cl)cc2)C1 (stereo not given)
 : -36%	0.2%	-32%[inhibitor]	0	-8%	-15%	1%	0%	-7%	1%	-47%
CCC1(O)CC2CN(CCc3c([nH]c4ccccc34)C(C(=O)OC)(c3cc4c(cc3OC)N(C=O)C3C(O)(C(=O)OC)C(OC(C)=O)C5(CC)C=CCN6CCC43C65)C2)C1 (stereo not given)
 : ·	·	·	·	-9%	-22%	·	4%	-6%	·	?
COc1ccc(NC(=O)c2cc(CC(C)C)nc3ccccc23)cc1
 : -6%	-0.7%	-72%[inhibitor]	16	5%	3%	-11%	-5%	-5%	1%	-50%
COc1ccc(C(=O)NC(=S)N2CCOCC2)cc1[N+](=O)[O-]
 : -4%	-0.5%	22%	-2	2%	?	5%	2%	-3%	-1%	-14%
Cn1cc(CN2CCC(n3nccc3NC(=O)Cc3ccccc3)CC2)cn1
 : 4%	0.5%	12%	3	9%	-1%	6%	3%	·	2%	-15%
Cc1ccc(CN2CCN(C(=O)CCc3ccccc3)CC2)cc1
 : 4%	-0.9%	·	4	1%	-6%	-8%	-5%	2%	4%	-20%
COC(=O)c1sccc1NC(=O)COc1ccccc1Cl
 : -5%	6.4%	?	?	2%	-10%	11%	-12%	-1%	-6%	5%
Cc1cnc(C(=O)N2CCN(c3ccc(C(F)(F)F)cn3)CC2)cn1
 : -14%	-0.6%	2%	4	-1%	6%	-9%	-2%	0%	0%	-15%
Cc1onc(-c2ccccc2Cl)c1C(=O)Nc1cccc2nsnc12
 : -3%	-0.2%	5%	14	-2%	22%	7%	190%[activator]	-1%	1%	8%
COc1cccc(CNC(=O)COC(=O)c2nn(C)c(=O)c3ccccc23)c1
 : -10%	0.4%	-1%	·	-2%	8%	0%	2%	-3%	2%	-2%
CC1C(=O)Nc2ccc(S(=O)(=O)N3CCN(c4cccc(Cl)c4)CC3)cc2NC1=O (stereo not given)
 : 17%	0.0%	·	-1	-2%	-12%	0%	-4%	-1%	3%	-22%
O=C(O)CCCC(=O)Nc1nc(-c2ccccc2)cs1
 : 7%	0.2%	-1%	-4	-5%	22%	-2%	1%	-3%	1%	0%

(further entries)
Results follow in this order: Eya2 phos inh	B2AR arrestin	p53 reactivator	TRPV1 agonist	uPA generation	a7 integrin act	ELG1 genotoxic	ASM inhibitor	TSG101-PTAP inh	USP2a block	BRCA1 expr act
Cc1nc(-c2cccc(NC(=O)C(C)Oc3ccccc3)c2)cs1 (stereo not given)
 : -11%	-1.0%	0%	?	-5%	14%	-14%	-2%	0%	-1%	19%
CCOC(=O)[C@@H]1[C@H]2COc3ccc(Br)cc3[C@@H]2N2C(=O)N(c3ccc(C(F)(F)F)cc3)C(=O)[C@@]12C
 : -24%	0.3%	·	5	0%	-13%	-4%	-2%	-3%	0%	-50%
CC1CCc2c(sc(NC(=O)COC(=O)c3ccc(O)cc3)c2C#N)C1 (stereo not given)
 : -5%	-0.4%	-2%	4	1%	0%	3%	-7%	-1%	0%	19%
Cc1sc(NC(=O)C2=COCCO2)c(C#N)c1C
 : 6%	8.7%	18%	6	-1%	2%	?	0%	-4%	0%	13µM*
COc1cccc(CNC(=O)c2cc(C)nc3ccccc23)c1
 : -3%	0.1%	-8%	1	0%	10%	-16%	33%	-3%	-1%	9%
O=C(NCCc1ccc(Cl)cc1)C1CCC(=O)N1C1CCCC1 (stereo not given)
 : 12%	-0.2%	4%	·	1%	-10%	3%	2%	-3%	-1%	-2%
CN1CCN(C(=S)NC(=O)c2ccc(C(C)(C)C)cc2)CC1
 : -3%	-0.1%	-3%	-5	-2%	20%	1%	-4%	3%	-1%	1%
CCCCCc1ccc(-c2cn(Cc3ccc([N+](=O)[O-])cc3)nn2)cc1
 : -12%	-0.8%	·	3	-6%	1%	6%	-8%	-1%	4%	-3%
COc1cccc(C(=O)/C=C/Nc2cc(C)ccc2O)c1
 : 3%	-0.1%	?	6	-17%	-36%[7.66 µM]	?	-7%	-4%	1%	?
O=C(COc1ccccc1[N+](=O)[O-])N/N=C/c1cccs1
 : -20%	0.1%	10%	0	2%	-3%	10%	-1%	-8%	3%	-7%
CC(C)(C)OC(=O)N1Cc2ccccc2C[C@H]1C(=O)N1CCC[C@H]1C(=O)O
 : 1%	0.5%	-1%	-9	3%	43%	-2%	4%	-5%	3%	-30%
O=C(CSc1ccccc1F)NCCN1C(=O)CSC1=O
 : 0%	-0.8%	9%	·	4%	14%	5%	5%	-8%	0%	0%
CN(CCOc1ccc(Cl)cc1)C(=O)c1cc(-c2ccco2)nc2ccccc12
 : -5%	0.1%	-7%	3	3%	32%	-46%[inhibitor]	·	0%	1%	-59%
FC(F)(F)c1cnc(-n2cc[nH]c2=S)c(Cl)c1
 : 6%	-0.3%	0%	-6	-2%	-7%	10%	0%	-5%	-1%	1%
CCSc1nnc(-c2ccc(C)cc2)c2ccccc12
 : 0%	0.1%	5%	?	-3%	-31%	0%	-3%	-3%	0%	-28%
N#Cc1cn(-c2ccccc2)nc1-c1ccccc1
 : 9%	-0.3%	21%	23	4%	16%	3%	-2%	0%	2%	-58%
Cn1cnnc1SCC(=O)Nc1cc(S(=O)(=O)N2CCCCCC2)ccc1Cl
 : 2%	-3.0%	-8%	2	-1%	34%	0%	0%	-5%	3%	-20%
COc1ccc2c(c1)[nH]c1c(=O)n(CCCN3CCOCC3)cnc12
 : 5%	0.5%	-1%	-1	4%	-4%	5%	0%	-1%	-2%	5%

Screens deposited in PubChem by National Center for Advancing Translational Sciences (NCATS).
